KCNQ2 inh: KCNQ2 potassium channel inhibitors, primary screen, cell-based, CHO-K1, FluxOR thallium flux, B-score (AID 2156). B-score at 10 µM. 20 min; active compounds read low. hit rate 1.1% among 310,000;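 active = fluorescence ratio B-score at most minus 3 library SDs, with starting brightness B-score within 2 library SDs, cut at about -5.5 in these data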
Target sequence (O88943 whole entry, looked up): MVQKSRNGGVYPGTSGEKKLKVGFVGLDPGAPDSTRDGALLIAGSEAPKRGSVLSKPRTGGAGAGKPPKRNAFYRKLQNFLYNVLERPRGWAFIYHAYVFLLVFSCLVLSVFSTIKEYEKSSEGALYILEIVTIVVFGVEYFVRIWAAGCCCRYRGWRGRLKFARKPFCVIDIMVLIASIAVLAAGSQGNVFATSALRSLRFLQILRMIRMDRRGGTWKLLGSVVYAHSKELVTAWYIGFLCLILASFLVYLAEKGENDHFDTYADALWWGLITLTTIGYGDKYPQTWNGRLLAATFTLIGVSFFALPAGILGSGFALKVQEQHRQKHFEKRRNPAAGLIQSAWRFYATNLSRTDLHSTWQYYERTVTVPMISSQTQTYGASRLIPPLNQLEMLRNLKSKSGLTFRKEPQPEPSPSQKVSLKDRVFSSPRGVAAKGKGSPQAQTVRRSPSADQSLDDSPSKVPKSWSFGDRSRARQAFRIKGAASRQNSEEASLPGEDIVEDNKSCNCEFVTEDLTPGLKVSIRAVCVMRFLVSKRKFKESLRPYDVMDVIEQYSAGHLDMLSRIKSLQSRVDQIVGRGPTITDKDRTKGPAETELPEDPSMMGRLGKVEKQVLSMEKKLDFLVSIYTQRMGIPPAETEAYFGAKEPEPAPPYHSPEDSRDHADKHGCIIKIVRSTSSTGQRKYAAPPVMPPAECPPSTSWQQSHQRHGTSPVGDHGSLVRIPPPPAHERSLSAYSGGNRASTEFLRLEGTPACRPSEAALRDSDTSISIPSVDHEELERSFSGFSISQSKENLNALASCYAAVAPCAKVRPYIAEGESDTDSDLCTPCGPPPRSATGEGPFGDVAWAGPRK
CHT block: inhibitors of human choline transporter CHT | AID 488975, 2010 | B-score at 10 µM | hit rate 0.86% among 310,000 | CHT-expressing cells, membrane potential dye, choline response; active compounds read low;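 active = B-score over 3 SD under the library average, and starting fluorescence ratio not unusually high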;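 also: choline stimulus applied at its EC90 after an EC20 pre-addition; B-score computed on integrated fluorescence ratio after choline addition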
Numbers without * were called inactive; i = inactive; x = not tested or not shown. Not all compounds are listed (hit frequency here may not be typical).

SMILES	KCNQ2 inh	CHT block
CC[N+]1(C)CCCC(OC(=O)C(O)(c2ccccc2)c2ccccc2)C1 (stereo not given)	i	i
CCOC(=O)[C@]1(C#N)[C@@H]2C=CC(C(N)=O)=CN2[C@@H](C(N)=O)[C@@H]1c1ccc(F)cc1	i	i
O=C1CN=C(c2cc([N+](=O)[O-])ccc2Cl)c2cc([N+](=O)[O-])ccc2N1	i	i
CCCCN1C(=O)/C(=C/c2ccc(N3CCCCCC3)cc2)C(=O)NC1=S	i	i
Fc1cccc(CNCCc2c[nH]c3ccccc23)c1	i	i
CC1CCCCN1Cc1ccc(Cl)nc1 (stereo not given)	i	i
O=C(CNC(=O)c1ccccc1)Nc1ccc(Br)cc1C(=O)c1ccccc1	i	i
O=C(c1cc2c(s1)CCCCCC2)N1CCC2(CC1)OCCO2	i	i
C=CCn1c(O)c(C(CC)=NCCc2ccccc2)c(=O)[nH]c1=O	i	i
Clc1ccccc1C1NCc2ccccc2-n2cccc21 (stereo not given)	i	i
CCOc1ccc(N=Cc2c(O)n(CCc3ccc(OC)c(OC)c3)c(=O)[nH]c2=O)cc1	i	i
O=P(C(=Nc1ccc(Cl)cc1)N1CCOCC1)(N1CCOCC1)N1CCOCC1	x	i
COc1ccc(C(=O)CN2CCOCC2)cc1F	i	i
CCOC(=O)c1[nH]c(C)c(C(=O)N2CCC3(CC2)OCCO3)c1C	i	i
CCCc1c(C)nc(-c2ccc(C)cc2)nc1OC(=O)N(C)C	i	i
O=[N+]([O-])c1ccc(N2CCNCC2)cc1NCC1CCCO1 (stereo not given)	i	i
CNC(=O)Oc1ccc(-c2cn3cc(Cl)ccc3n2)cc1	i	i
CCC(=NCCCn1ccnc1)c1c(O)n(Cc2ccccc2)c(=O)[nH]c1=O	i	i
Cc1ccc(NC2=NCCCS2)cc1Cl	i	i
O=S(=O)(F)c1ccc2nc(-c3cccc(Sc4ccccc4)c3)cc(Cl)c2c1	i	i
N=C1c2ccccc2CN1NC(=O)c1ccc(Br)cc1	i	i
Clc1cc(I)cc(Cl)c1NC1=NCCN1	i	-7*
O=C(C1CCN(S(=O)(=O)c2ccccc2)CC1)N1CCC2(CC1)OCCO2	i	i
Nc1ccccc1-[n+]1c(-c2ccccc2)cc(-c2ccccc2)cc1-c1ccccc1	-6.5*	i
N=C1c2ccccc2CN1CC(=O)c1ccccc1	i	i

Next records
SMILES	KCNQ2 inh	CHT block
COc1ccccc1CCNC1CCC(C)CC1 (stereo not given)	i	i
C[N+]12CCC(CC1)C(C#N)(N1CCOCC1)C2 (stereo not given)	i	i
NP(=O)(OCC(F)(F)F)Oc1ccc(Cl)cc1 (stereo not given)	i	i
COc1ccc(N2C(=O)/C(=C/c3ccc(N(C)C)o3)C(=O)NC2=S)cc1	i	i
NC(=O)C1(N2CCCCC2)CCN(Cc2ccccc2)CC1	i	i
O=C(c1ccccc1F)c1cn(Cc2ccccc2)c2ccccc12	i	i
CC1(C)OC(c2ccccc2)=C/C(=C/C=C2C(=O)NC(=S)NC2=O)O1	i	i
CCOc1cc2c(cc1OCC)-n1cccc1C(c1ccc(OC)c(O)c1)NC2 (stereo not given)	i	i
N#CCCn1cc(C(=O)Nc2ccccc2Cl)c(-c2ccc(F)cc2)n1	i	i
COc1ccc2c(c1OC)CN1CCc3cc4c(cc3C1C2)OCO4 (stereo not given)	i	i
O=C1c2ccccc2C(=O)N1Cc1nc2ccccc2c(=O)n1-c1ccccn1	x	i
COC(=O)C(O)(c1ccc(N=Cc2ccccc2O)c(C)c1)C(F)(F)F (stereo not given)	i	i
Cc1cc(C(=O)NP(=O)(N2CCOCC2)N2CCOCC2)c(C)n1C1CC1	i	i
CC(=O)OC1N=C(c2ccccc2)c2cc(Br)ccc2NC1=O (stereo not given)	i	i
C[N+]1(C)[C@@H]2CC[C@H]1CC(OC(=O)[C@@H](CO)c1ccccc1)C2 (stereo not given in full)	i	i
COc1ccccc1-n1c(-c2cccs2)nc2ccccc2c1=O	i	i
CCC(=Nc1ccc2c(c1)CCC2)c1c(O)n(C2CCCCC2)c(=O)[nH]c1=O	i	i
CCc1cc(=O)oc2cc(OCC(=O)N3C[C@H]4C[C@@H](C3)c3cccc(=O)n3C4)c(Cl)cc12	i	i
CCC(=O)CC(c1ccccc1)c1c(O)c2ccccc2sc1=O (stereo not given)	i	i
CC(=O)OC1(Cc2ccccc2)CN2CCC1c1ccccc12 (stereo not given)	i	i
O=C(Nc1ccc(Cl)cc1)O/N=C(\c1ccccc1)c1ccccn1	-7.7*	i
CC1CCCN(CC(=O)N2CCCc3ccccc32)C1 (stereo not given)	i	i
CCN(CC)C(=O)c1ccc(NC(=O)c2cn(-c3ccccc3)nc2-c2ccc(OC)cc2)cc1	i	i
Cc1nc2ccccc2c(=O)n1-c1ccccc1[N+](=O)[O-]	i	i
COc1ccc(CCn2c(O)c(C=NCc3ccc4c(c3)OCO4)c(=O)[nH]c2=O)cc1OC	i	i

Arranged by count of non-hydrogen atoms (low to high): 15 of the compounds above.
SMILES	KCNQ2 inh	CHT block
CC1CCCCN1Cc1ccc(Cl)nc1 (stereo not given)	i	i
NP(=O)(OCC(F)(F)F)Oc1ccc(Cl)cc1 (stereo not given)	i	i
COc1ccccc1CCNC1CCC(C)CC1 (stereo not given)	i	i
N=C1c2ccccc2CN1CC(=O)c1ccccc1	i	i
N=C1c2ccccc2CN1NC(=O)c1ccc(Br)cc1	i	i
Clc1ccccc1C1NCc2ccccc2-n2cccc21 (stereo not given)	i	i
O=[N+]([O-])c1ccc(N2CCNCC2)cc1NCC1CCCO1 (stereo not given)	i	i
O=C(c1cc2c(s1)CCCCCC2)N1CCC2(CC1)OCCO2	i	i
COc1ccccc1-n1c(-c2cccs2)nc2ccccc2c1=O	i	i
O=C(c1ccccc1F)c1cn(Cc2ccccc2)c2ccccc12	i	i
COc1ccc(N2C(=O)/C(=C/c3ccc(N(C)C)o3)C(=O)NC2=S)cc1	i	i
Cc1cc(C(=O)NP(=O)(N2CCOCC2)N2CCOCC2)c(C)n1C1CC1	i	i
CCC(=Nc1ccc2c(c1)CCC2)c1c(O)n(C2CCCCC2)c(=O)[nH]c1=O	i	i
O=C1c2ccccc2C(=O)N1Cc1nc2ccccc2c(=O)n1-c1ccccn1	x	i
CCOc1ccc(N=Cc2c(O)n(CCc3ccc(OC)c(OC)c3)c(=O)[nH]c2=O)cc1	i	i

(more compounds)
SMILES	KCNQ2 inh	CHT block
Cc1ccccc1NC1(C#N)CCCCC1	i	i
O=c1c2ccccc2nc(-c2ccccc2)n1-c1cccnc1	i	i
Cc1nonc1OCCNCCNc1ccc([N+](=O)[O-])c2cccnc12	i	i
Nc1c(C(=O)NCc2ccco2)c2nc3ccccc3nc2n1CCN1CCOCC1	i	i
Cc1cc(/C=C2\C(=O)NC(=O)N(c3ccccc3F)C2=O)c(C)n1-c1cc(C(=O)O)cc(C(=O)O)c1	i	i
CCOc1cccc(N2C(=O)/C(=C/c3ccco3)C(=O)NC2=S)c1	i	i
S=P(Nn1cnnc1)(c1ccc(Br)cc1)c1ccc(Br)cc1	i	i
Cc1ccc(-n2c(O)c(/C=N/Nc3ccccc3)c(=O)[nH]c2=O)cc1C	i	i
Cc1ccccc1NC(=O)NCCN1CC1	i	i
O=C1C2(c3ccccc3)CN3CN(C2)CC1(c1ccccc1)C3	i	i
O=C(c1ccc2nc3ccc(Cl)cc3c(=O)n2c1)N1CCC2(CC1)OCCO2	x	i
CCCCC(=O)N/N=C/c1c(O)n(Cc2ccco2)c(=O)[nH]c1=O	i	i
CC(C)(C)N1C(=O)NC(=O)/C(=C\c2ccc3c(c2)CCN3CCCCl)C1=O	i	i
CCCCCn1c(=O)c(C(=O)NCc2ccccn2)c(O)c2ccccc21	i	i
CC(C)OC(=O)c1c(N)n(Cc2ccco2)c2nc3ccccc3nc12	i	i
CN1C2CCC1CC(=NO)C2	i	i
COc1cc2c(cc1OC)-c1c(OC)c(OC)c(OC)c3ccnc(c13)C2=O	i	i
CCOc1ccc(N2C(=O)NC(=O)/C(=C\c3ccc(N4CCCCC4)o3)C2=O)cc1	i	i
O=C(O)C1C2CCC(O2)C1C(=O)Nc1cccc(Br)c1 (stereo not given)	i	i
CN(Cc1c[nH]c2ccccc12)C1CCCCC1	i	i
O=C1NC(=O)N(Cc2ccccc2)C(=O)/C1=C\N1CCCc2ccccc21	i	i
O=C(NCc1ccccc1)c1cccn(Cc2cccc(Cl)c2)c1=O	i	i
CCCNC(=O)Cn1cnc2sc(C(=O)N3CCC4(CC3)OCCO4)c(C)c2c1=O	i	i
COC(=O)C1=C(c2cccc(OC)c2OC)C[C@@H]2CC[C@H]1N2C(=O)NCCS(C)=O (stereo not given in full)	i	i
Cc1cc(OCCCC(=O)NCc2cccs2)ccc1Cl	i	i

Next entries
SMILES	KCNQ2 inh	CHT block
NC(=O)CN1CC(c2ccccc2)CC1=O (stereo not given)	i	i
CCc1ccccc1N1C(=O)NC(=O)/C(=C\c2cc(C)n(C)c2C)C1=O	i	i
CNC(=O)O/N=C/c1nn(C(=O)C(C)(C)C)cc1Br	i	i
Cc1nc2c(c(=O)[nH]1)C(c1ccc([N+](=O)[O-])cc1)c1c(c3ccccc3oc1=O)O2 (stereo not given)	i	i
c1cncc(CNC2CCCCC2)c1	i	i
COc1cccc(-n2c(/C=C/c3ccc(O)c(O)c3)nc3ccccc3c2=O)c1	-6.9*	i
CCOP(=O)(OCC)C(NC(=O)NC)C(N)=O (stereo not given)	i	i
CC(C)(C)P(=O)(N1CCOCC1)N1CCOCC1	i	i
O=C(N/N=C/c1c(O)n(CCC2=CCCCC2)c(=S)[nH]c1=O)c1ccccc1	i	i
C=C(CO)CC1CC(O)[C@]2(C)OC3CC4OC5C[C@]6(C)O[C@]7(C)CCC8OC9C[C@]%10(C)OC%11C(C)=CC(=O)OC%11CC%10OC9C[C@@H](C)C8OC7CC6O[C@]5(C)C/C=C\C4OC3CC2O1 (stereo not given in full)	i	i
CCCCN=Cc1c(O)n(-c2c(C)cc(C)cc2C)c(=O)[nH]c1=O	i	i
O=c1[nH]c(Cl)ccc1CN1CCOCC1	i	i
C[C@]12CCC(=O)C=C1CC[C@@H]1[C@@H]2CC[C@]2(C)C(=O)CC[C@@H]12	i	i
CC(=O)c1cccc(NC(=O)N2C[C@H]3C[C@@H](C2)c2cccc(=O)n2C3)c1	i	i
O=C(c1ccc2c(c1)N(Cc1ccccc1)CCS2)N1CCC2(CC1)OCCO2	i	i
COC(=O)c1c(C)n(Cc2ccco2)c2ccc(O)cc12	i	i
C=CCN(c1ccc(C(=O)N(CC)CC)cc1)S(C)(=O)=O	i	i
CCC(=NCCO)c1c(O)n(-c2ccc(Cl)cc2)c(=O)[nH]c1=O	i	i
CCOP(=O)(OCC)C(NC(=O)c1cccc2ccccc12)C(Cl)(Cl)Cl (stereo not given)	i	i
O=C(CN1C(=O)CN=C(c2ccccc2)c2ccccc21)NCc1ccco1	i	i
Cc1ccc(N2C(=O)NC(=O)/C(=C/c3ccc(OC(=O)c4cccs4)cc3)C2=O)cc1	i	i
Nc1ccc(S(=O)(=O)N2CC3CC(C2)c2cccc(=O)n2C3)cc1 (stereo not given)	i	i
Fc1ccc(Cn2nnnc2C(c2ccc(F)cc2)N2CC=C(c3ccc(F)cc3)CC2)cc1 (stereo not given)	i	i
COc1ccc(F)cc1C(=O)C1CCCN(Cc2ccc(O)cc2)C1 (stereo not given)	i	i
N=Cc1c(O)n(-c2cccc(Cl)c2)c(=O)[nH]c1=O	i	i

Next section.
SMILES	KCNQ2 inh	CHT block
O=C1CCCN1CC#CCN1CCCC1	i	i
CC1(C)CSC(Nc2ccc(F)c(Cl)c2)=N1	i	i
COC(=O)C1=C(c2ccccc2)C[C@@H]2CC[C@H]1N2C(=O)NCCO	i	i
CCC(CC)N1CCN(Cc2nc3ccccc3c(=O)n2-c2ccc(F)cc2)CC1	i	i
CCc1ccc(-n2c(O)c(C(C)=O)c(=O)[nH]c2=O)cc1 (tested in a mixture with another compound)	i	i
FC(F)=C(F)CCSc1ncn[nH]1	i	i
CCc1ccc(NC(=O)CN2CC(c3ccccc3)CC2=O)cc1 (stereo not given)	i	i
Oc1cc2c(cc1CN1CCN(c3ccccc3)CC1)CCC2	i	i
COc1ccc(-c2cc(=NCC(=O)O)c3ccccc3o2)cc1	i	i
CC(C)CCC1(CCc2ccncc2)C(=O)NC(=O)NC1=O	i	i
COc1cccc(OC)c1C(=O)NC(=S)N1C[C@H]2C[C@H](C1)c1cccc(=O)n1C2	i	i
CCN(CC)CCOC(=O)c1cc2cc(COC)ccc2o1	i	i
O=[N+]([O-])c1ccc(C2C3C(c4ccccc4)=NC4(CCCCC4)N32)cc1 (stereo not given)	i	i
COc1ccc(OC)c(N2C(=O)NC(=O)/C(=C/c3ccc([N+](=O)[O-])s3)C2=O)c1	i	i
O=c1[nH]c(CN2CC=C(c3ccccc3)CC2)nc2cc(C(F)(F)F)ccc12	i	i
CCOc1cc(C=C2C(=O)NC(=O)NC2=O)cc([N+](=O)[O-])c1O	i	i
CC1(C)C(=O)C=C[C@]2(C)[C@H]3CC[C@@]4(C)[C@H](c5ccoc5)OC(=O)[C@H]5O[C@]54[C@]3(C)[C@H](O)C[C@@H]12	i	i
CCN(CC)CCCN=Cc1c(O)n(CCc2ccc(F)cc2)c(=O)[nH]c1=O	i	i
O=C(c1cccn2c(=O)c3ccccc3nc12)N1CCC2(CC1)OCCO2	i	i
Cc1nn(-c2ccccc2)c(C)c1NC(=O)COC(=O)Cc1ccccc1	i	i
CN1CCN(/N=C/c2c[nH]c3ccccc23)CC1	i	i
CCCCc1ccc2[nH]cc(CCN)c2c1	i	i
Cc1cc(Cl)ccc1C(=O)C1CCCN(C2CCSCC2)C1 (stereo not given)	i	i
CCCCC(CC)CNCC(O)c1ccccc1 (stereo not given)	i	i

High-throughput results (PubChem)
